Source: PubChem BioAssay
DTT redox prof = compounds producing H2O2 with reducing agent – biochemical, NIH compound library profiling, artefact control for MLSCN library redox annotation, primary screen; AID 878, 2007; activation, % at 10 µM; 0.03% of 200,000 active; DTT-dependent redox cycling H2O2, phenol red/HRP absorbance; 100% = 100 µM peroxide control, 0% = buffer;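 active = activation of at least 50% relative to the plate's high and low controls in the primary single-dose screen; inactive = activation below 50%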;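 note: compound incubated with DTT at 0.8 mM final as the reducing agent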
NF-kB expr up = activators of NF-kB expression in neurons, primary screen, cell-based, HTS | fold change at 12.5 µM | 1.6% of 190,000 active | human neuronal cells, NF-kB reporter expression; active compounds read high; in the data active = fold change above about 3.3
FLuc act counter = FLuc activators, initial screening, artefact control for FLuc-dependent activation tests, biochemical, ATPlite luminescence; Luciferin 4-monooxygenase (Photinus pyralis), P08659; ATPlite luciferase biochemical, 10 min; 0 = ATP-free wells, 1 = DMSO control; activation factor at 10 µM; 200,000 tested, under 10 active; AID 1027, 2008;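 active = luciferase activation factor, scaled between plate controls, of at least 2 with compound at 10 µM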
Target sequence (P08659 whole entry, looked up): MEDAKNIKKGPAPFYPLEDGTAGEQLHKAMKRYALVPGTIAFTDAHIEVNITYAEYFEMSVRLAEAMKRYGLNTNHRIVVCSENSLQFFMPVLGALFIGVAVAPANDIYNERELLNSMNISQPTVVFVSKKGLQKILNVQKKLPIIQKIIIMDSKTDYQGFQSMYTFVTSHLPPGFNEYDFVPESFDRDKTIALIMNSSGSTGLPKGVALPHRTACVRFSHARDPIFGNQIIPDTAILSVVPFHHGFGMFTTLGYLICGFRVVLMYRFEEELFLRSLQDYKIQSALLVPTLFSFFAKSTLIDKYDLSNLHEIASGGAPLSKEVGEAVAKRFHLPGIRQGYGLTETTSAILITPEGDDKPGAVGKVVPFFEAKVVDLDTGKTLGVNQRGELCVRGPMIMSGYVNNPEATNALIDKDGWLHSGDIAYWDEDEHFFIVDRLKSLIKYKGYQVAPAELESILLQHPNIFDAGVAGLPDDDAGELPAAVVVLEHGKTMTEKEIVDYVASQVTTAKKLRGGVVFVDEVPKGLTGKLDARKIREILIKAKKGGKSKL
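test system = cell-free luciferase reagent | medium = PBS as buffer for the ATP substrate | dosing = test compounds dosed from 2 mM stocks in 100% DMSO | incubation = 10 min at ambient temperature | detection = luminescence measurement of luciferase light output | benchmarks = low control with PBS replacing ATP, high control enzyme plus ATP without compound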
APP transl inh = inhibitors of APP translation via 5'UTR reporter, primary screen, APP 5'UTR luciferase, SH-SY5Y cells. SH-SY5Y APP 5'UTR-luciferase reporter, luminescence. inhibition, % at 2 µM. 0.82% of 190,000 active. AID 1285, 2008;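 active = inhibition above a set limit, derived from the sample mean plus 3 SD, cut at about 45% in these data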; note: values of inactives mirror those of a sister screen read the other way
Hsp70 activator = Hsp70 transcriptional activators, primary screen, cell-based, HeLa, Hsp70 promoter luciferase, luminescence, 10 µM | HeLa Hsp70 promoter luciferase reporter; scaled: vehicle 0, proteasome-inhibitor control 100% | activation, % at 10 µM | 0.04% of 200,000 active;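 active = activation above the mean across all tested compounds plus 3 SD, cutoff set per campaign, cut at about 5.5% in these data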;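 note: 100% = MG132 at 30 µM as the positive control and 0% = DMSO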
HMGR II inh = inhibitors of E. faecalis class II HMGR, primary screen, biochemical, Enterococcus faecalis; HMG-CoA reductase (Enterococcus faecalis, mvaE); purified E. faecalis HMGR, NADPH absorbance 340 nm kinetic; inhibition, % at 10 µM; 0.41% of 190,000 active; AID 1066, 2008;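 active = inhibition above a set limit, the median over all tested compounds plus 3 SD, cut at about 9.5% in these data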;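 note: enzyme runs in reverse so mevalonate oxidation gives rising NADPH absorbance; 0% = complete reaction with DMSO and 100% = background rate lacking mevalonate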
FLuc inh counter = firefly luciferase enzyme inhibitors, primary screen, artefact control for luciferase-based inhibitor screens, biochemical, luminescence, ATPLite. 10 min. inhibition, % at 10 µM. 1.5% of 200,000 active. AID 1006, 2008;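 active = inhibition above about 50% when tested at 10 µM, limit read from the data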
APP 5'UTR act = activators of APP 5'UTR luciferase reporter, primary screen, SH-SY5Y cells; SH-SY5Y APP 5'UTR luciferase reporter, luminescence; zero percent = DMSO vehicle wells; activation, % at 2 µM; 1% of 190,000 active;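 active = activation above a set limit, based on mean plus 3 SD of controls, cut at about 140% in these data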; note: values of inactives mirror those of a sister screen read the other way
G6PDH counter = L. mesenteroides G6PDH inhibitors, counter-screen for G6PDH-coupled screening assays, biochemical, Leuconostoc mesenteroides enzyme | glucose-6-phosphate dehydrogenase [Leuconostoc mesenteroides] | Purified L. mesenteroides G6PDH, diaphorase/resazurin coupled fluorescence, 45 min | inhibition, % at 5 µM | 0.12% of 200,000 active | AID 1020, 2008; in the data active = inhibition above about 50%
STAT1 activator = STAT1 signaling activators, primary screen, cell-based, HTS, luciferase reporter. 2.6% of 200,000 active. activation (% of control), % at 5.5 µM. NIH 3T3 STAT1-luciferase reporter, IFN-gamma, luminescence; 100% = IFN-gamma alone, no compound;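 active = activation above the screen-wide mean activation plus 3 SD, cut at about 130% in these data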;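 note: raw ratio to IFN-gamma control signal so 100% means no change and 0% no light; values of inactives mirror those of a sister screen read the other way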
Starred values were filed as active, the others as inactive.

Screening COC(=O)c1cn(NC(=O)C2CCCCC2)c(=O)c2ccccc12 returned DTT redox prof -2.4, NF-kB expr up 0.99, FLuc act counter 1, APP transl inh 15, Hsp70 activator 0.0, HMGR II inh -1, FLuc inh counter 1, APP 5'UTR act -15, G6PDH counter 14 and STAT1 activator 104.
NC(=O)c1cc(C(=O)c2ccc(Cl)cc2Cl)c[nH]1 was read as DTT redox prof 0.2, NF-kB expr up 0.95, FLuc act counter 1, APP transl inh -12, Hsp70 activator -0.2, HMGR II inh -1, FLuc inh counter -3, APP 5'UTR act 12, G6PDH counter 5 and STAT1 activator 95.
Screening COC(=O)C1C(=O)c2c([nH]c(C(=O)OCCOC(C)C)c2C)CC1C (centres undefined) returned DTT redox prof 0.2, NF-kB expr up 1.6, FLuc act counter 0.7, APP transl inh 3, Hsp70 activator -0.1, HMGR II inh -5, FLuc inh counter 30, APP 5'UTR act -3, G6PDH counter 5 and STAT1 activator 111.
For S=C(c1nc2ccccc2[nH]1)N1CCOCC1 the results were DTT redox prof 1.1, NF-kB expr up 1.2, FLuc act counter 1, APP transl inh -11, Hsp70 activator -0.5, HMGR II inh 2, FLuc inh counter 0, APP 5'UTR act 11, G6PDH counter 0 and STAT1 activator 106.
COc1cc2c(cc1NC(=O)C(C)OC(=O)c1ccc(S(=O)(=O)Nc3ccccc3Cl)cc1)oc1ccccc12 (centres undefined) was read as DTT redox prof -0.7, FLuc act counter 1.1, APP transl inh -34, Hsp70 activator -0.4, HMGR II inh -3, FLuc inh counter -5, APP 5'UTR act 35, G6PDH counter 14 and STAT1 activator 102.
For Clc1ccccc1CSc1nnc(Cn2cnc3ccccc32)n1-c1ccccc1 the results were DTT redox prof 0.0, NF-kB expr up 0.77, FLuc act counter 1.1, APP transl inh -12, Hsp70 activator -0.4, HMGR II inh -2, FLuc inh counter -6, APP 5'UTR act 12, G6PDH counter -8 and STAT1 activator 95.
`COc1ccc(NC(=O)C2CCCN(c3cc(C)nc4ncnn34)C2)cc1` (centres undefined) gave DTT redox prof 0.5, NF-kB expr up 0.85, FLuc act counter 1.1, APP transl inh -13, Hsp70 activator -0.2, HMGR II inh 2, FLuc inh counter -5, APP 5'UTR act 13, G6PDH counter 15 and STAT1 activator 94.
COc1ccc(/C=N/Nc2nc(N)cc(Cl)n2)cc1OC was read as DTT redox prof -0.1, FLuc act counter 0.8, APP transl inh -18, Hsp70 activator -0.1, HMGR II inh -8, FLuc inh counter 21, APP 5'UTR act 18, G6PDH counter 8 and STAT1 activator 102.
For O=c1[nH]c2ccccc2nc1/C=C(\O)C1CC1 the results were DTT redox prof -0.3, NF-kB expr up 1.6, FLuc act counter 1, APP transl inh -2, Hsp70 activator -0.5, HMGR II inh 0, FLuc inh counter 0, APP 5'UTR act 2, G6PDH counter 5 and STAT1 activator 98.
COCC1CCN(C(=O)CCc2nnc(CCCCc3ccccc3)o2)CC1 was read as DTT redox prof -0.9, NF-kB expr up 1.1, FLuc act counter 1, APP transl inh -15, Hsp70 activator 0.0, HMGR II inh -1, FLuc inh counter -4, APP 5'UTR act 15, G6PDH counter 0 and STAT1 activator 99.
`CC(CC(=O)Nc1cc(C(F)(F)F)ccc1Cl)c1ccccc1` (centres undefined) gave DTT redox prof 0.6, NF-kB expr up 1.1, FLuc act counter 1, APP transl inh -5, Hsp70 activator 0.1, HMGR II inh 2, FLuc inh counter -2, APP 5'UTR act 5, G6PDH counter 2 and STAT1 activator 91.
CC(C)C(=O)NCc1cc(-c2ccccc2)no1 was read as DTT redox prof -0.2, NF-kB expr up 1, FLuc act counter 1.1, APP transl inh -22, Hsp70 activator -0.4, HMGR II inh 2, FLuc inh counter -8, APP 5'UTR act 22, G6PDH counter 11 and STAT1 activator 97.
CCCCNC(=O)CS(=O)Cc1nc(-c2cccc(C)c2)oc1C (centres undefined) was read as DTT redox prof -2.8, NF-kB expr up 0.77, FLuc act counter 1, APP transl inh -9, Hsp70 activator 0.0, HMGR II inh -6, FLuc inh counter -4, APP 5'UTR act 9, G6PDH counter 3 and STAT1 activator 104.
Screening CCN(CC)C(=O)c1sc(NC(=O)C(C)C)c(C#N)c1C returned DTT redox prof -0.1, NF-kB expr up 1.1, FLuc act counter 1.1, APP transl inh -10, Hsp70 activator -0.2, HMGR II inh 1, FLuc inh counter -8, APP 5'UTR act 11, G6PDH counter 7 and STAT1 activator 97.
Screening Cc1ccnc(SCCn2c(N3CCC(C)CC3)nc3c2c(=O)[nH]c(=O)n3C)n1 returned DTT redox prof -0.5, NF-kB expr up 1.5, FLuc act counter 1, APP transl inh 3, Hsp70 activator 0.0, HMGR II inh -2, FLuc inh counter -4, APP 5'UTR act -3, G6PDH counter 3 and STAT1 activator 95.
For CCc1ccc(-n2cccc2/C=C2/C(=N)N3C(=NC2=O)SN=C3S(C)(=O)=O)cc1 the results were DTT redox prof -0.6, NF-kB expr up 1, FLuc act counter 1, APP transl inh 4, Hsp70 activator -0.4, HMGR II inh -2, FLuc inh counter -1, APP 5'UTR act -4, G6PDH counter -1 and STAT1 activator 100.
For CCC(C(=O)N1CC2(C)CC1CC(C)(C)C2)N1C(=O)c2ccccc2C1=O (centres undefined) the results were DTT redox prof 0.5, NF-kB expr up 1.1, FLuc act counter 1, APP transl inh 10, Hsp70 activator -0.3, HMGR II inh -6, FLuc inh counter 1, APP 5'UTR act -9, G6PDH counter -2 and STAT1 activator 100.
`Nc1c(C(=O)N2CCOCC2)sc2nc3c(cc12)CCC3` gave DTT redox prof 0.0, NF-kB expr up 3.4*, FLuc act counter 0.7, APP transl inh -109, Hsp70 activator 0.0, HMGR II inh 3, FLuc inh counter 31, APP 5'UTR act 109, G6PDH counter 12 and STAT1 activator 122.
For O=c1c2ccccc2nnn1Cc1ccc(F)cc1 the results were DTT redox prof -1.6, NF-kB expr up 1.4, FLuc act counter 1.1, APP transl inh -50, Hsp70 activator -0.1, HMGR II inh -1, FLuc inh counter -6, APP 5'UTR act 50, G6PDH counter 1 and STAT1 activator 102.
Screening Cc1ccnc2nc(C(=O)OCC(=O)Nc3ccc4c(c3)OC(F)(F)O4)nn12 returned DTT redox prof 2.8, NF-kB expr up 1.1, FLuc act counter 1.1, APP transl inh 1, Hsp70 activator -0.4, HMGR II inh -6, FLuc inh counter -11, APP 5'UTR act -1, G6PDH counter -1 and STAT1 activator 100.
`NC(=O)c1ccsc1NC(=O)c1ccc2c(c1)CCCC2` gave DTT redox prof 0.5, NF-kB expr up 8.2*, FLuc act counter 0.1, APP transl inh -180, Hsp70 activator -0.2, HMGR II inh -7, FLuc inh counter 91*, APP 5'UTR act 180*, G6PDH counter 11 and STAT1 activator 139*.
`CCN(CC)C(=O)C1CCCN(C(=S)Nc2cccc3ccccc23)C1` (centres undefined) gave DTT redox prof -0.9, NF-kB expr up 1.1, FLuc act counter 1, APP transl inh 13, Hsp70 activator -0.3, HMGR II inh -2, FLuc inh counter -4, APP 5'UTR act -13, G6PDH counter 1 and STAT1 activator 93.
Screening CCOC(=O)c1[nH]c2c(c1C)C(=O)CC(c1ccc(N(C)C)cc1)C2 (centres undefined) returned DTT redox prof -1.8, NF-kB expr up 0.97, FLuc act counter 1, APP transl inh -13, Hsp70 activator 0.1, HMGR II inh 0, FLuc inh counter -5, APP 5'UTR act 13, G6PDH counter -17 and STAT1 activator 99.
For Cc1cc(C(=O)CSc2nnc(-c3ccccc3)n2C)c(C)n1C the results were DTT redox prof 2.1, NF-kB expr up 1.1, FLuc act counter 1, APP transl inh -18, Hsp70 activator -0.2, HMGR II inh 5, FLuc inh counter 0, APP 5'UTR act 18, G6PDH counter -2 and STAT1 activator 103.
For Cc1cc(NC(=O)CS(=O)(=O)c2cn(Cc3cccc(F)c3)c3ccccc23)no1 the results were DTT redox prof 0.0, NF-kB expr up 0.87, FLuc act counter 1, APP transl inh -5, Hsp70 activator -0.4, HMGR II inh -1, FLuc inh counter -3, APP 5'UTR act 5, G6PDH counter 4 and STAT1 activator 99.
For NS(=O)(=O)c1ccc(CNS(=O)(=O)c2cc(C(=O)O)ccc2Cl)cc1 the results were DTT redox prof -0.8, NF-kB expr up 1, FLuc act counter 1.1, APP transl inh 3, Hsp70 activator -0.1, HMGR II inh -8, FLuc inh counter -6, APP 5'UTR act -3, G6PDH counter 8 and STAT1 activator 111.
Screening CN(C)C(=O)C1(c2ccccc2)CCN(S(=O)(=O)c2ccccc2)CC1 returned DTT redox prof -0.1, NF-kB expr up 1.1, FLuc act counter 1.1, APP transl inh -8, Hsp70 activator 0.0, HMGR II inh -2, FLuc inh counter -6, APP 5'UTR act 8, G6PDH counter -5 and STAT1 activator 92.
`CCC(c1ccccc1)c1nc(-c2ccccn2)no1` (centres undefined) gave DTT redox prof 1.6, NF-kB expr up 0.94, FLuc act counter 1, APP transl inh -6, Hsp70 activator 0.0, HMGR II inh -2, FLuc inh counter -2, APP 5'UTR act 6, G6PDH counter 12 and STAT1 activator 107.
`O=C(OCCOCCN=C1NS(=O)(=O)c2ccccc21)c1ccncc1` gave DTT redox prof 0.0, NF-kB expr up 1.2, FLuc act counter 1.1, APP transl inh -13, Hsp70 activator -0.2, HMGR II inh 1, FLuc inh counter -7, APP 5'UTR act 13, G6PDH counter -3 and STAT1 activator 95.

Some of these compounds in order of molecular weight, lowest first.
For O=c1[nH]c2ccccc2nc1/C=C(\O)C1CC1 the results were DTT redox prof -0.3, NF-kB expr up 1.6, FLuc act counter 1, APP transl inh -2, Hsp70 activator -0.5, HMGR II inh 0, FLuc inh counter 0, APP 5'UTR act 2, G6PDH counter 5 and STAT1 activator 98.
For O=c1c2ccccc2nnn1Cc1ccc(F)cc1 the results were DTT redox prof -1.6, NF-kB expr up 1.4, FLuc act counter 1.1, APP transl inh -50, Hsp70 activator -0.1, HMGR II inh -1, FLuc inh counter -6, APP 5'UTR act 50, G6PDH counter 1 and STAT1 activator 102.
`CCC(c1ccccc1)c1nc(-c2ccccn2)no1` (centres undefined) gave DTT redox prof 1.6, NF-kB expr up 0.94, FLuc act counter 1, APP transl inh -6, Hsp70 activator 0.0, HMGR II inh -2, FLuc inh counter -2, APP 5'UTR act 6, G6PDH counter 12 and STAT1 activator 107.
`NC(=O)c1ccsc1NC(=O)c1ccc2c(c1)CCCC2` gave DTT redox prof 0.5, NF-kB expr up 8.2*, FLuc act counter 0.1, APP transl inh -180, Hsp70 activator -0.2, HMGR II inh -7, FLuc inh counter 91*, APP 5'UTR act 180*, G6PDH counter 11 and STAT1 activator 139*.
